A549 tox = A549 cytotoxicity, counter-screen for Nrf2 inhibitors; AID 504648; 0.16% of 390,000 active; A549 ARE-Fluc cells, CellTiter-Fluor viability, 18-24 h; Potency, µM (doses to about 46 µM), for inactives: at the highest dose activity change, negative = cytotoxicity, usual class: inhibitors; note: potency is the fitted concentration of half-maximal effect; % is set by controls: 0 for no effect and ±100 for the full control effect
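A549 ARE_Fluc cells in 5% FBS OPTI-MEM were exposed to compounds in concentration-response for 18-24 h at 37 deg C. Viability was read by CellTiter-Fluor fluorescence (Ex 405/Em 525) after 30 min, before the luciferase read.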
MmCpn inh = inhibitors of Methanococcus maripaludis chaperonin (MmCpn). AID 504842. Potency, µM (titrated, usually from 76.9 µM), for inactives: at the top dose activity, negative = inhibition, actives largely listed as inhibitors. 0.031% of 330,000 active. purified Mm-Cpn ATPase, ADP Transcreener TR-FRET; note: potency is the fitted concentration of half-maximal effect; % is set by controls: 0 for no effect and ±100 for the full control effect; nearly all actives have a fitted effect of over 80% in size
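Inhibition of chaperonin ATP hydrolysis is measured as reduced ADP production, detected by competitive TR-FRET in which signal falls with ADP. Final enzyme 25 nM and ATP 10 uM, reacted 30 min at 37°C.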
pAkt inh = Akt phosphorylation inhibition. Neuro2A IGF-stimulated pAkt S473 HTRF, 20 min; active compounds read low. activity change, % for hits at 50 µM. 0.32% of 360,000 active; in the data active = activity change below about -80%; inconclusive = mostly about -51% to -80%; note: % is set by controls: 0 for no effect and ±100 for the full control effect
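Single-point screen (50 µM final compound) in Neuro2A cells stimulated 20 min with 6 nM IGF at 37 deg C. After lysis, Ser473-phosphorylated Akt read by HTRF (ex 330 nm, em 615/665 nm) as the 665/615 ratio.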
HepG2 viability = kills HepG2 cells in TGF-b inhibitor counter-screen. HepG2 CAGA-GFP viability, ATP luminescence, 18 h. Potency, µM (series often up to 46.1 µM), inactives show top-dose activity change, negative = cytotoxicity, most hits filed as cytotoxic. 0.76% of 410,000 active. AID 588856; note: potency is the fitted concentration of half-maximal effect; some results filed as inactive show a strong effect at the top dose
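HepG2 CAGA-GFP cells (1000/well, DMEM with 1% FBS) received compound, then TGF-beta at 500 pg/mL final, and were incubated 18 hours at 37 degrees C. Viability was read by CellTiter-Glo luminescence. Media-only wells were set as complete cell-killing and DMSO as no toxicity.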
Nrf2 activator = activators of Nrf2 (ARE) signaling; Potency, µM (highest dose often 46.1 µM), without a hit: at the top dose activation, most hits filed as activators; AREc32 ARE-luciferase reporter (MCF7-derived line), luminescence, 24 h; AID 624171; 0.31% of 410,000 active; note: potency is the fitted concentration of half-maximal effect; % of control where 0% means no effect; nearly all actives have a fitted effect of over 65% in size
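Reporter line AREc32 (ARE-Fluc), seeded overnight in OPTI-MEM with 5% FBS; compound pin-transferred, 24 hr at 37 deg C, 5% CO2; luminescent read-out.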
Nrf2 inh = inhibitors of Nrf2 signaling. A549 ARE-Fluc reporter, luciferase luminescence, 18-24 h. Potency, µM (titrated, usually from 46 µM), for inactives: at the top dose activity change, negative = inhibition, actives largely listed as inhibitors. 2.1% of 360,000 active; note: potency is the fitted concentration of half-maximal effect; % is set by controls: 0 for no effect and ±100 for the full control effect; nearly all actives have a fitted effect of over 60% in size
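Nrf2 function is reported as luminescence of an ARE-controlled luciferase in A549 cells. Compounds were tested at several concentrations, and a CellTiter-Fluor read on the same wells flagged cytotoxicity.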
CCT modulator = cytosolic chaperonin activity modulation. purified chaperonin ATPase assay, HTRF ADP detection, 30 min. AID 651819. activity change, % (concentration not given with the values), hits read low. 0.3% of 360,000 active; in the data active = activity change below about -30%; note: % is set by controls: 0 for no effect and ±100 for the full control effect
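Enzyme 40 or 20 nM (batch-dependent) in Tris pH 7.4/KCl/MgCl2/DTT; cpd 76 uM single point; ATP 10 uM; 30 min 37 °C; Transcreener ADP HTRF detection, 30 min RT; ratio 665/615.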
Abeta rescue = A-beta toxicity reversal in yeast. yeast expressing A-beta42, growth rescue, OD600, 48 h; response scale: 0% DMSO, 100% iron-clioquinol control. Potency, µM (titrated, usually from 46.1 µM), for inactives: at the top dose growth rescue, most hits filed as activators. 0.063% of 410,000 active. AID 1347071; note: potency is the fitted concentration of half-maximal effect; nearly all actives have a fitted effect of over 55% in size
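Yeast A-beta toxicity model in growth medium with pinned compounds, 48 h at 30 C; growth read as absorbance at 600 nm. Normalized to FeCl3/clioquinol equimolar mix (positive) and DMSO (negative).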
TGFb inhibitor = blocks TGF-b signaling; 1.2% of 410,000 active; AID 588855; Potency, µM (top dose mostly 46.1 µM), inactives show top-dose activity, negative = inhibition, most hits filed as inhibitors; HepG2 CAGA-GFP TGF-b/SMAD3 reporter, GFP fluorescence, 18 h; TGF-beta stimulated, 500 pg/mL final; note: potency is the fitted concentration of half-maximal effect; % is set by controls: 0 for no effect and ±100 for the full control effect; nearly all actives have a fitted effect of over 65% in size
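First, reporter cells (HEPG2 CAGA-GFP) rested 2 h at 37 degrees C. Next, compounds were pinned in and TGF-beta added to 500 pg/mL final. After 18 h, GFP was imaged per cell and summed per well.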
* = called active by the depositor; [ ] = remark or other dose. Unless noted, calls come from the whole dose curve; as a rule, active = well fitted curve in the direction sought with a large enough effect; inconclusive = small, poorly fitted or top-dose-only effect, or another doubt; inactive = no such curve, though single readings can be large; an effect the other way counts as inactive or inconclusive.

Cc1cc(OCc2nn[nH]n2)c2c3c(c(=O)oc2c1)CCCC3 was read as A549 tox 21%, MmCpn inh -4%, pAkt inh inactive, HepG2 viability 31%, Nrf2 activator 0.0%, Nrf2 inh 3%, CCT modulator -0.7, Abeta rescue 19% and TGFb inhibitor -1%.
CSCCC(c1nnnn1C1CCCC1)N1CCC2(CC1)C(=O)NCN2c1ccccc1 (configuration not stated) was read as pAkt inh inactive, HepG2 viability 0%, Nrf2 activator -0.9%, CCT modulator -0.9, Abeta rescue -4% and TGFb inhibitor -5%.
`COc1ccc(NC2=NC(C)(C)CS2)cc1` gave A549 tox 0%, MmCpn inh -1%, pAkt inh inactive, HepG2 viability -42%, Nrf2 activator 1.8%, Nrf2 inh inconclusive, CCT modulator 1.3, Abeta rescue -6% and TGFb inhibitor -2%.
Screening CNCCc1ccc(O)c(O)c1 returned A549 tox -7%, pAkt inh inactive, HepG2 viability -30%, Nrf2 activator 8.0%, Nrf2 inh 11%, CCT modulator 0.2, Abeta rescue -37% and TGFb inhibitor inconclusive.
`CCCCCCN=C(C)c1c(O)n(Cc2ccccc2)c(=O)[nH]c1=O` gave A549 tox -4%, MmCpn inh 1%, pAkt inh inactive, HepG2 viability -21%, Nrf2 activator -0.1%, Nrf2 inh inconclusive, CCT modulator -1.9, Abeta rescue 19% and TGFb inhibitor -22%.
For CCCCOC(=O)C1=C(N)OC2=C(C(=O)CCC2)[C@]12C(=O)N(C)c1ccccc12 the results were A549 tox 0%, MmCpn inh -1%, pAkt inh inactive, HepG2 viability 4%, Nrf2 activator 0.3%, Nrf2 inh -9%, CCT modulator 1.9, Abeta rescue 29% and TGFb inhibitor -3%.
For Cn1c(O)c(C=Nc2ccc(F)cc2)c(=O)[nH]c1=O the results were A549 tox -14%, MmCpn inh -4%, pAkt inh inactive, HepG2 viability -4%, Nrf2 activator -0.2%, Nrf2 inh -2%, CCT modulator -0.7, Abeta rescue -16% and TGFb inhibitor -4%.
`CC(=O)C1C(N2CC2)CC2C3CCC4=CC(=O)CCC4(C)C3CCC21C` (configuration not stated) gave A549 tox 16µM*, pAkt inh inactive, HepG2 viability -11%, Nrf2 activator 0.8%, Nrf2 inh -16%, CCT modulator -1.5, Abeta rescue -10% and TGFb inhibitor -10%.
For C[C@]12CCC(=O)C=C1CC[C@@H]1[C@@H]2CC[C@]2(C)C(=O)CC[C@@H]12 the results were A549 tox 3%, MmCpn inh 2%, pAkt inh inactive, HepG2 viability -20%, Nrf2 activator -1.1%, Nrf2 inh -9%, CCT modulator -0.2, Abeta rescue -24% and TGFb inhibitor 9%.
`NC(=O)C1(N2CCCCC2)CCN(Cc2ccccc2)CC1` gave A549 tox 17%, MmCpn inh -2%, pAkt inh inactive, HepG2 viability -3%, Nrf2 activator -0.2%, Nrf2 inh 0%, CCT modulator -1.0, Abeta rescue -17% and TGFb inhibitor -6%.
`COc1ccc(CCNCc2ccsc2)cc1OC` gave A549 tox -3%, MmCpn inh 2%, pAkt inh inactive, HepG2 viability 7%, Nrf2 activator 0.3%, Nrf2 inh 3%, CCT modulator -1.8, Abeta rescue 0% and TGFb inhibitor 5%.
Cc1ccc(OCC(=O)N2CCN(Cc3ccc4c(c3)OCO4)CC2)cc1C was read as A549 tox -3%, MmCpn inh 0%, pAkt inh inactive, HepG2 viability -16%, Nrf2 activator 2.2%, Nrf2 inh inconclusive, CCT modulator 0.5, Abeta rescue 11% and TGFb inhibitor 0%.
`O=c1c(C=Nc2cccnc2Cl)c(O)n(CCCCl)c(=O)n1C1CCCCC1` gave A549 tox -4%, MmCpn inh 0%, pAkt inh inactive, HepG2 viability -6%, Nrf2 activator 0.0%, Nrf2 inh -4%, CCT modulator 2.6, Abeta rescue 7% and TGFb inhibitor 8%.
For Cc1nonc1-c1nc(-c2nonc2N)n[nH]1 the results were A549 tox -6%, MmCpn inh 0%, pAkt inh inactive, HepG2 viability 0%, Nrf2 activator 0.4%, Nrf2 inh 15%, CCT modulator 1.9, Abeta rescue -12% and TGFb inhibitor -9%.
Screening Cc1cccc(NC(N)=S)c1 returned A549 tox 11%, MmCpn inh 1%, pAkt inh inactive, HepG2 viability -1%, Nrf2 activator 0.4%, Nrf2 inh 5%, CCT modulator -7.4, Abeta rescue -8% and TGFb inhibitor inconclusive.
O=C1C=CC(=O)C2C1C1(Cl)C(Cl)=C(Cl)C2(Cl)C1(Cl)Cl (configuration not stated) was read as A549 tox 3%, pAkt inh inactive, HepG2 viability -93%, Nrf2 activator 3.2%, Nrf2 inh -5%, CCT modulator 0.1, Abeta rescue -82%[inhibitor] and TGFb inhibitor inconclusive.
O=C1CN=C(c2ccccc2)c2oc3ccc(Br)cc3c2N1 was read as MmCpn inh 2%, pAkt inh inactive, HepG2 viability -24%, Nrf2 activator 0.7%, Nrf2 inh 9%, CCT modulator -1.8, Abeta rescue 2% and TGFb inhibitor 6%.
`CC(=NCCO)c1c(O)n(C)c(=O)n(C)c1=O` gave A549 tox -3%, MmCpn inh 0%, pAkt inh inactive, HepG2 viability -1%, Nrf2 activator -0.4%, Nrf2 inh 0%, CCT modulator -6.3, Abeta rescue 3% and TGFb inhibitor 10%.
Cc1c(Cl)cccc1NC(=O)CN1C(=O)C(C)N=C(c2ccccc2)c2ccccc21 (configuration not stated) was read as A549 tox -13%, HepG2 viability -8%, Nrf2 activator -0.2%, Nrf2 inh -4%, Abeta rescue 4% and TGFb inhibitor -10%.
Screening N=c1sc2c(n1Cc1ccccc1)CCCC2 returned A549 tox 1%, MmCpn inh 0%, pAkt inh inactive, HepG2 viability -29%, Nrf2 activator 1.2%, Nrf2 inh 11%, CCT modulator 1.3, Abeta rescue -6% and TGFb inhibitor -16%.
CCOc1ccc(NC(=O)CCNC(=O)N2C[C@H]3C[C@@H](C2)c2cccc(=O)n2C3)cc1 was read as A549 tox 2%, MmCpn inh 1%, pAkt inh inactive, HepG2 viability -1%, Nrf2 activator 0.5%, Nrf2 inh -16%, CCT modulator -0.2, Abeta rescue -18% and TGFb inhibitor 4%.
`CCc1nc2ccc(C(=O)N3CCN(C(=O)c4ccco4)CC3)cn2c1N(C)Cc1ccc(OC)cc1` gave pAkt inh inactive, HepG2 viability -3%, Nrf2 activator 0.7%, CCT modulator -0.2, Abeta rescue 3% and TGFb inhibitor inconclusive.
Screening CC(=O)N1N=C2C3CCN(CC3)C2C1c1cccc2ccccc12 (configuration not stated) returned A549 tox 10%, MmCpn inh 2%, pAkt inh inactive, HepG2 viability -8%, Nrf2 activator 2.1%, Nrf2 inh -18%, CCT modulator 1.0, Abeta rescue -4% and TGFb inhibitor 0%.
`C[C@@H]1CN([C@H](C)CO)C(=O)CCCn2cc(nn2)CO[C@H]1CN(C)C(=O)Oc1ccc2ccccc2c1` gave pAkt inh inactive, HepG2 viability 57%, Nrf2 activator -0.5%, CCT modulator -4.3, Abeta rescue -11% and TGFb inhibitor -6%.
For COC(=O)C1=C(c2cccc(OCc3ccccc3)c2)C[C@@H]2CC[C@H]1N2C(=O)NNCc1ccccc1 the results were A549 tox -2%, MmCpn inh 0%, pAkt inh inactive, HepG2 viability -6%, Nrf2 activator -0.2%, Nrf2 inh inconclusive, CCT modulator -1.2, Abeta rescue 4% and TGFb inhibitor inconclusive.
For COc1cccc(CNC(=O)CCC(=O)N2C[C@H]3C[C@H](C2)c2cccc(=O)n2C3)c1OC the results were A549 tox 1%, MmCpn inh 1%, pAkt inh inactive, HepG2 viability 10%, Nrf2 activator 0.6%, Nrf2 inh 0%, CCT modulator 0.1, Abeta rescue 2% and TGFb inhibitor 25%.
`Cc1cccc(C)c1OP(N)(=O)Oc1c(C)cccc1C` gave A549 tox -7%, MmCpn inh -1%, pAkt inh inactive, HepG2 viability -33%, Nrf2 activator 4.0%, Nrf2 inh -6%, CCT modulator -4.8, Abeta rescue inconclusive and TGFb inhibitor -12%.
`CCCc1c(C)nc(-c2ccc(C)cc2)nc1OC(=O)N(C)C` gave A549 tox -2%, MmCpn inh 2%, pAkt inh inactive, HepG2 viability -27%, Nrf2 activator 0.3%, Nrf2 inh 1%, CCT modulator -1.3, Abeta rescue -14% and TGFb inhibitor -2%.

Quoted from the results shown (4 entries):
For COC(=O)C1=C(c2cccc(OCc3ccccc3)c2)C[C@@H]2CC[C@H]1N2C(=O)NNCc1ccccc1 the results were A549 tox -2%, MmCpn inh 0%, pAkt inh inactive, HepG2 viability -6%, Nrf2 activator -0.2%, Nrf2 inh inconclusive, CCT modulator -1.2, Abeta rescue 4% and TGFb inhibitor inconclusive.
For COc1cccc(CNC(=O)CCC(=O)N2C[C@H]3C[C@H](C2)c2cccc(=O)n2C3)c1OC the results were A549 tox 1%, MmCpn inh 1%, pAkt inh inactive, HepG2 viability 10%, Nrf2 activator 0.6%, Nrf2 inh 0%, CCT modulator 0.1, Abeta rescue 2% and TGFb inhibitor 25%.
`Cc1cccc(C)c1OP(N)(=O)Oc1c(C)cccc1C` gave A549 tox -7%, MmCpn inh -1%, pAkt inh inactive, HepG2 viability -33%, Nrf2 activator 4.0%, Nrf2 inh -6%, CCT modulator -4.8, Abeta rescue inconclusive and TGFb inhibitor -12%.
`CCCc1c(C)nc(-c2ccc(C)cc2)nc1OC(=O)N(C)C` gave A549 tox -2%, MmCpn inh 2%, pAkt inh inactive, HepG2 viability -27%, Nrf2 activator 0.3%, Nrf2 inh 1%, CCT modulator -1.3, Abeta rescue -14% and TGFb inhibitor -2%.

Screening data (PubChem)

An excerpt; the hit share may differ from the screen's.
